Screens: PubChem, several laboratories
HIF act – HIF pathway transcriptional activation; activation, % at 7.5 µM (by protocol); hit rate 0.32% among 300,000; AID 1910; U2OS HRE-luciferase reporter, luminescence; normalized: DMSO 0%, desferrioxamine 100%;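 active = mean activation of at least 10% of the iron chelator positive control signal, with at least half of replicates also reaching 10%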
MrgX1 antagonist – antagonists of human MrgX1 receptor | Q96LB2 | MRGX1-HEK293 calcium flux, Fluo-4, BAM8-22 antagonism; active compounds read low | B-score at 10 µM | hit rate 1.3% among 310,000;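 active = calcium-response B-score plate-corrected more than 3 library SD below zero, starting fluorescence within 5 deviations, no agonist response on first addition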;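 also: peak minus trough fluorescence over baseline after final BAM8-22 challenge near maximal dose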
SKKanGAS inh – inhibitors of SKKanGAS S. pyogenes growth in kanamycin (SK-promoter or general growth effect). BacTiter-Glo, 6 h. inhibition, % at 7.5 µM. AID 1662. hit rate 1.3% among 300,000;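 active = mean replicate score, as percent of positive control median, at least 50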;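 also: strain carries kanamycin resistance gene driven by streptokinase promoter and grows in 40 µg/ml kanamycin; loss of luminescence reflects streptokinase promoter inhibition or plain growth inhibition; 0% = median of DMSO wells and 100% = positive control at its reference dose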
KLF5 inhibitor – suppresses KLF5 promoter-driven expression; DLD-1 KLF5 promoter-luciferase reporter, luminescence; inhibition, % at 5 µM; hit rate 0.23% among 290,000;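 active = inhibition above a per-plate limit of that plate's mean compound inhibition plus 3 SD, cut at about 60% in these data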;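 also: 0% = DMSO wells and 100% = LY294002 at 200 µM; higher means less KLF5 promoter-driven luciferase light; inactives centre near -14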
TRPC4 inh – TRPC4 (mouse) channel inhibition; HEK293 TRPC4beta/mu-opioid, DAMGO-evoked Fluo4 calcium flux; active compounds read low; B-score at 10 µM; hit rate 0.39% among 300,000; AID 2247;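 active = B-score over 3 SD under the library average, no early fluorescence shift, positive overall ratio signal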
Target sequence (Q9QUQ5 whole entry, looked up): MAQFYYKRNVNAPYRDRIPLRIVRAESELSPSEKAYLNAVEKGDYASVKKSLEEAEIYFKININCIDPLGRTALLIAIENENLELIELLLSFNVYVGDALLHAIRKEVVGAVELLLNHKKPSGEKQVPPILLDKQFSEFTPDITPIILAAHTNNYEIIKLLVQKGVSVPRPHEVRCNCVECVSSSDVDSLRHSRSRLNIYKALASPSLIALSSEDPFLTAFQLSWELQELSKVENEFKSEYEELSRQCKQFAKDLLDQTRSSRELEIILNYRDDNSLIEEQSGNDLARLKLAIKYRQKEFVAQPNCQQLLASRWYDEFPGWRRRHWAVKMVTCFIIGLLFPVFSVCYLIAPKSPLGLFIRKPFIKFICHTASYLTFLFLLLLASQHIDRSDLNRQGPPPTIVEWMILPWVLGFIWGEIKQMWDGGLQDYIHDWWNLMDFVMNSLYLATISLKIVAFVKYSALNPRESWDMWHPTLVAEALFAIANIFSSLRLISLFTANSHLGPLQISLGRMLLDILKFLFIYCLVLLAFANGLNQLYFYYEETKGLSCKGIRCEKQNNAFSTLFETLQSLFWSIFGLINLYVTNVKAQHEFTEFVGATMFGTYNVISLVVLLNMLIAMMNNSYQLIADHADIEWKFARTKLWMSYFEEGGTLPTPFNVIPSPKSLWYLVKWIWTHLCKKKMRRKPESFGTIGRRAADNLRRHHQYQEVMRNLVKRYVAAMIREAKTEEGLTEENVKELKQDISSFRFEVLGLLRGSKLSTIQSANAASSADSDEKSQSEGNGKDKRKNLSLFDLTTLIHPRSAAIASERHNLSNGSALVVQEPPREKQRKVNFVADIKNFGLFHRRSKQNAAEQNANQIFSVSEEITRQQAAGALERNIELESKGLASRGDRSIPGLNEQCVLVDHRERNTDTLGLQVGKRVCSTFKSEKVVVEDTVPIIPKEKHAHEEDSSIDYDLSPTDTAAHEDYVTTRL
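System: stable TRPC4beta/mu-opioid receptor HEK293 cells; Dosing: single-point compound dosing; Measured by: Fluo4 Ca2+ flux fluorescence; Read-out basis: per-well B score of integrated baseline-normalized Fluo4 ratio.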
TRPC6 activator – mouse TRPC6 channel activation. Q61143. HEK293-TRPC6 membrane potential dye fluorescence; active compounds read high. B-score at 10 µM. hit rate 0.13% among 310,000;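 active = B-score of the integrated fluorescence ratio above library mean plus 3 SD, and starting fluorescence ratio within library mean plus 5 SD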;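 also: higher score means more depolarization so channel activation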
aSyn UTR inh – 5' untranslated region of α-synuclein, MLPCN primary screen. alpha-synuclein 5'UTR reporter, inhibitor activity. inhibition, % (tested at 7.5 µM). hit rate 0.82% among 300,000; in the data active = inhibition above about 60%;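 also: H4 neuroglioblastoma cells stably carrying SNCA 5'UTR luciferase fusion; 0% = DMSO wells and 100% = positive control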
TRPC4 potent – allosterically enhances the mouse TRPC4 cation channel; Q9QUQ5; HEK293 TRPC4beta/mu-opioid, DAMGO EC20, Fluo-4 Ca2+ flux; active compounds read high; B-score at 10 µM; hit rate 0.42% among 310,000;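 active = B-score of calcium response area above 5 SD of library B-scores, with initial fluorescence ratio within 5 SD of library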;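 also: B-score of integrated fluorescence ratio over time as area under calcium response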
IEC-6 cytotox – IEC-6 cytotoxicity, counter-screen for KLF5 inhibitors | inhibition, % at 5 µM | luminescence viability | hit rate 0.78% among 290,000; in the data active = inhibition above about 22%;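 also: 0% = plate median of test compound wells and 100% = cytotoxic reference compound wells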
TRPC4 agonist – opens the mouse TRPC4 cation channel. HEK293 TRPC4beta/mu-opioid, Fluo4 calcium fluorescence; active compounds read high. B-score at 10 µM. hit rate 0.49% among 310,000;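 active = B-score above 5 SD of library B-scores, and initial fluorescence ratio not above library mean plus 5 SD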;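 also: positive B-score marks a calcium rise read as TRPC4 activation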
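Technique: kinetic Fluo4 calcium fluorescence; Test system: TRPC4beta and mu-opioid receptor HEK293 stable cells; Measure: B-scored integrated calcium fluorescence ratio; Benchmarks: low control buffer alone, high control maximal DAMGO; Schedule: 45 min room-temperature Fluo4 loading, 110 s read.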
TRPC6 inh – blocks the mouse TRPC6 cation channel. AID 2553. hit rate 1.1% among 310,000. B-score at 10 µM. Q61143. HEK293-TRPC6, membrane potential dye, ACh-evoked depolarization; active compounds read low;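 active = B-score under library mean minus 3 SD, initial fluorescence not abnormally high, positive integrated signal ratio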;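 also: B-score derived from integrated fluorescence ratio over the kinetic read; more negative B-score means stronger inhibition of depolarization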
* hit, by the source's call; i = inactive; . = not tested or not shown. Not a hit list; 5.8% or so of the library scored in one or more.

SMILES	HIF act	MrgX1 antagonist	SKKanGAS inh	KLF5 inhibitor	TRPC4 inh	TRPC6 activator	aSyn UTR inh	TRPC4 potent	IEC-6 cytotox	TRPC4 agonist	TRPC6 inh
CCOCCCNC(=S)Nc1cc(OCC)c(NC(=O)c2ccco2)cc1OCC	0.4	i	1	-19	i	i	-7	i	-1	i	i
CCN(CC)CCCNC(=O)c1cc(-c2ccc(O)cc2)on1	0.1	i	2	-65	i	i	-12	i	-3	i	i
CCCn1c(N)c(N(CCOC)C(=O)c2cc(-c3ccco3)nc3ccccc23)c(=O)[nH]c1=O	-0.2	i	-4	-4	i	i	28	i	1	i	i
Cc1cc(C(=O)C(C)Sc2cccc[n+]2[O-])c(C)n1-c1ccc(Cl)cc1 (stereo not drawn)	2.2	i	-7	-50	i	i	-82	i	2	i	i
Cc1cccc(NC(=O)C2(C)CC3c4ccccc4C2c2ccccc23)c1C (stereo not drawn)	0.0	i	33	-29	i	i	24	i	4	i	i
OCCN1CCN(C(=S)c2ccc(Br)cc2)CC1	-0.1	i	7	-11	i	i	29	i	-1	i	i
Cc1ccc(S(=O)(=O)N(CCC(=O)Nc2ccc(OC(F)(F)F)cc2)c2ccccc2)cc1	-0.3	i	5	-10	i	i	21	i	0	i	i
O=[N+]([O-])c1cc(Cl)ccc1NCCNS(=O)(=O)c1ccccc1	0.5	i	2	23	i	i	-33	i	3	i	i
Cn1c(NC(=O)C2CC2)cc(=O)n(C)c1=O	0.1	i	1	-19	i	i	12	i	-2	i	i
O=C(CSc1nnc(-c2c[nH]c3ccccc23)o1)N1c2ccccc2CCc2ccccc21	.	i	19	6	i	i	-4	i	4	i	i

Already shown: an excerpt of the list.
SMILES	HIF act	MrgX1 antagonist	SKKanGAS inh	KLF5 inhibitor	TRPC4 inh	TRPC6 activator	aSyn UTR inh	TRPC4 potent	IEC-6 cytotox	TRPC4 agonist	TRPC6 inh
Cn1c(NC(=O)C2CC2)cc(=O)n(C)c1=O	0.1	i	1	-19	i	i	12	i	-2	i	i
O=C(CSc1nnc(-c2c[nH]c3ccccc23)o1)N1c2ccccc2CCc2ccccc21	.	i	19	6	i	i	-4	i	4	i	i

Ordered by number of heavy atoms (low to high): part of the list above.
SMILES	HIF act	MrgX1 antagonist	SKKanGAS inh	KLF5 inhibitor	TRPC4 inh	TRPC6 activator	aSyn UTR inh	TRPC4 potent	IEC-6 cytotox	TRPC4 agonist	TRPC6 inh
Cn1c(NC(=O)C2CC2)cc(=O)n(C)c1=O	0.1	i	1	-19	i	i	12	i	-2	i	i
OCCN1CCN(C(=S)c2ccc(Br)cc2)CC1	-0.1	i	7	-11	i	i	29	i	-1	i	i
CCN(CC)CCCNC(=O)c1cc(-c2ccc(O)cc2)on1	0.1	i	2	-65	i	i	-12	i	-3	i	i
Cc1cc(C(=O)C(C)Sc2cccc[n+]2[O-])c(C)n1-c1ccc(Cl)cc1 (stereo not drawn)	2.2	i	-7	-50	i	i	-82	i	2	i	i
CCOCCCNC(=S)Nc1cc(OCC)c(NC(=O)c2ccco2)cc1OCC	0.4	i	1	-19	i	i	-7	i	-1	i	i
O=C(CSc1nnc(-c2c[nH]c3ccccc23)o1)N1c2ccccc2CCc2ccccc21	.	i	19	6	i	i	-4	i	4	i	i
CCCn1c(N)c(N(CCOC)C(=O)c2cc(-c3ccco3)nc3ccccc23)c(=O)[nH]c1=O	-0.2	i	-4	-4	i	i	28	i	1	i	i

More structures:
SMILES	HIF act	MrgX1 antagonist	SKKanGAS inh	KLF5 inhibitor	TRPC4 inh	TRPC6 activator	aSyn UTR inh	TRPC4 potent	IEC-6 cytotox	TRPC4 agonist	TRPC6 inh
O=C(COC(=O)C1(c2ccccc2F)CCCC1)N1CCN(C(=O)c2ccco2)CC1	-0.2	i	10	2	i	i	19	i	0	i	i
O=C(COc1ccccc1)Nc1ccc(-c2ccc(N3CCOCC3)nn2)cc1	1.3	i	2	.	i	i	-56	i	.	i	i
COc1ccc(C(=O)NC(=S)NCc2cccnc2)cc1[N+](=O)[O-]	0.0	i	2	-21	i	i	1	i	2	i	i
COc1ccc(-n2ncc(C(C)NS(=O)(=O)c3cccs3)c2C)cc1 (stereo not drawn)	-0.1	i	-6	-4	i	i	11	i	2	i	i
O=C(NCc1ccc2c(c1)OCO2)c1ccccc1	1.4	i	2	-5	i	i	-3	i	8	i	i
CCCCNC(=O)C1CC(=O)N(c2ccc(OC)cc2)C1c1ccc(OC)cc1 (stereo not drawn)	0.6	i	-6	-11	i	i	12	i	-1	i	i
CCOc1cc(S(=O)(=O)NCc2ccccn2)ccc1Cl	.	i	-3	-17	i	i	-35	i	2	i	i
C=CCOC(=O)C1=C(C)NC(SC)=C(C#N)C1c1ccc(OCC)cc1 (stereo not drawn)	-0.2	i	-2	-22	i	i	20	i	0	i	i
CCCNCc1cc(OC)c(OCC(=O)NCCc2ccccc2)cc1Br	2.8	i	-6	0	i	i	23	i	5	i	i
O=C1CCC(C(=O)OCc2ccccc2)N1 (stereo not drawn)	-0.1	i	-1	-1	.	i	3	i	6	i	i
CNC(=O)c1c(NC(=O)CS(=O)(=O)c2ccc(Cl)cc2)sc(C)c1C	0.2	i	10	.	i	i	4	i	.	i	i
Cc1ccc(C(=O)Nc2ccc(S(=O)(=O)NC3=NCCCCC3)cc2)c(C)c1	-0.2	i	-1	.	i	i	-1	i	.	i	i

Single records (already shown). Order of screens: HIF act	MrgX1 antagonist	SKKanGAS inh	KLF5 inhibitor	TRPC4 inh	TRPC6 activator	aSyn UTR inh	TRPC4 potent	IEC-6 cytotox	TRPC4 agonist	TRPC6 inh
CCCNCc1cc(OC)c(OCC(=O)NCCc2ccccc2)cc1Br as listed: 2.8	i	-6	0	i	i	23	i	5	i	i
O=C(COc1ccccc1)Nc1ccc(-c2ccc(N3CCOCC3)nn2)cc1 as listed: 1.3	i	2	.	i	i	-56	i	.	i	i
